ALOX15 inhib = inhibitors of human 15-lipoxygenase (ALOX15) | P16050 | Potency, µM (titrated, usually from 57.1 µM), for the others: at the highest dose activity change, negative = inhibition, hits mostly inhibitors | purified 15hLO-1, xylenol orange hydroperoxide absorbance | AID 887 | 1.4% of 74,000 active; note: potency is the fitted concentration of half-maximal effect; % is set by controls: 0 for no effect and ±100 for the full control effect; nearly all actives have a fitted effect of over 55% in size
Target sequence (P16050 whole entry, looked up): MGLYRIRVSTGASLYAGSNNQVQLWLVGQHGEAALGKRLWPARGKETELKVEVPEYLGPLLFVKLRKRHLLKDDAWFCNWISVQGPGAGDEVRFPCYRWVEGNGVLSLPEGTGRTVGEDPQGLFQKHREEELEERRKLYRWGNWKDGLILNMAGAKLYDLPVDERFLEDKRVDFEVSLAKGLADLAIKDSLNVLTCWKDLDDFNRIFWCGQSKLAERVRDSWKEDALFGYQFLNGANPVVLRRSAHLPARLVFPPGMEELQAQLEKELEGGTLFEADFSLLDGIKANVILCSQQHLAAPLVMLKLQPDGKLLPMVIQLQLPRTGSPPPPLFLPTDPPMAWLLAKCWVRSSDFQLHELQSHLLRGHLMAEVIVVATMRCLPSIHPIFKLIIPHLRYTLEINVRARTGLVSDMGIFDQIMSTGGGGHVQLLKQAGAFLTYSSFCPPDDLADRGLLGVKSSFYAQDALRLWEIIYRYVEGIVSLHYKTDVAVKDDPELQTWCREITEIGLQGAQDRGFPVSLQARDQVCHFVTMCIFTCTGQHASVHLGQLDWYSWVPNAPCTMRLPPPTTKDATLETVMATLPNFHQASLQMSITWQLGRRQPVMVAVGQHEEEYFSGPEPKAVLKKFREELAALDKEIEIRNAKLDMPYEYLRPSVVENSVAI
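Hydroperoxide formed from arachidonic acid (50 uM) by purified human 15hLO-1 (40 nM) oxidizes ferrous iron, and the ferric-xylenol orange complex is read at 573 versus 405 nm. Compounds were preincubated 15 min; reaction ran 6 min at room temperature.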
HBB splicing = alters splicing of the hemoglobin beta chain; Potency, µM (series often up to 46.1 µM), for the others: top-dose activation, most hits filed as activators; HBB splicing reporter cell assay, activation; EGFP reporter with mutant IVS2-654 intron; response scale: normalised to 500 nM splice-correcting PNA; AID 925; 0.06% of 65,000 active; note: potency is the fitted concentration of half-maximal effect; 0% is about no effect
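Compounds were applied for 2 days to HeLa EGFP-654 cells, 500/well in Optimem with 2% FCS. The reporter's EGFP is disrupted by mis-splicing of beta-globin intron IVS2-654. Readout: summed well GFP fluorescence from 488 nm laser scanning; reference was 500 nM antisense […] 654 PNA.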
4MU fluor = 4-MU region autofluorescence | 11% of 59,000 active | compound autofluorescence, 340/450 nm, 4-MU equivalents; stronger effect = higher value | max dye-equivalent concentration, M; in the data active = max dye-equivalent concentration above about 10 nM; inconclusive = mostly about 1.1 nM to 9.6 nM
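Compounds in 100 mM Tris, pH 8.0, sat 15 min at room temperature before fluorescence was read at 340 nm excitation/450 nm emission; a per-plate six-point 4-MU standard curve converted signals to dye-equivalent concentration at each compound concentration.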
Texas Red fluor = compounds fluorescent in Texas Red spectral region | AID 587 | 0.06% of 59,000 active | Compound fluorescence, Texas Red channel, 547/618 nm; stronger effect = higher value | max dye-equivalent concentration, M; in the data active = max dye-equivalent concentration above about 10 nM; inconclusive = between about 1.1 nM and that limit
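Compound fluorescence was read after 15 min at room temperature in 100 mM Tris, pH 8.0, using 547 nm excitation and 618 nm emission across a concentration series. It was expressed as Texas Red dye-equivalent concentration from an on-plate standard curve.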
HADH2 inh = HADH2 (human) dehydrogenase inhibition; Potency, µM (highest dose often 57.1 µM), for inactives: at the highest dose activity change, negative = inhibition, usual class: inhibitors; recombinant HADH2, NADH fluorescence, beta-hydroxybutyryl-CoA; Q99714; AID 886; 3.4% of 73,000 active; note: potency is the fitted concentration of half-maximal effect; % is set by controls: 0 for no effect and ±100 for the full control effect; nearly all actives have a fitted effect of over 60% in size; many of its hits are not listed in these tables
Target sequence (Q99714 whole entry, looked up, one chain of several): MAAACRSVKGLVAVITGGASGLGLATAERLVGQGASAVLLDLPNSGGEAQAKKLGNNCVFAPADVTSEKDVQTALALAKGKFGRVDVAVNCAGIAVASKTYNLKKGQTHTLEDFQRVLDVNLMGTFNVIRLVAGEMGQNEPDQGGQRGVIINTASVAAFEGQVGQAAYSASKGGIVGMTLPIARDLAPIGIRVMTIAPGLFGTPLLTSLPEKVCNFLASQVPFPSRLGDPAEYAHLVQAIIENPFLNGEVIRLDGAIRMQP
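E. coli-expressed His-tagged HADH2 tested at 20 nM in alkaline Tris buffer (pH 9.0); oxidation of 90 uM beta-hydroxybutyryl-CoA with 1 mM NAD+ tracked fluorimetrically for 4 min.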
DNA Pol III inh = blocks replication by bacterial DNA polymerase III holoenzyme; Potency, µM (highest dose often 57.1 µM), for inactives: top-dose activity change, negative = inhibition; 0.25% of 71,000 active; AID 603; reconstituted DNA polymerase III holoenzyme replication, biochemical; note: potency is the fitted concentration of half-maximal effect; % is set by controls: 0 for no effect and ±100 for the full control effect
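Reconstituted *E. coli* holoenzyme (0.35 nM Pol III, 1 nM beta, 154 nM SSB, 2 nM primase) was preincubated with compound for 15 min at RT. Synthesis on 1.4 nM ssM13Gori ran 35 min, then was stopped with PicoGreen/EDTA and read as dsDNA fluorescence.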
UbGFP stabilizer = proteasome inhibitors stabilizing ubiquitin-GFP reporter. Ubiquitin-GFP reporter cells, proteasome inhibition, GFP fluorescence; response scale: untreated = 0%, 10 µM MG-132 = 100%. Potency, µM (highest dose often 45.9 µM), without a hit: at the highest dose activation (GFP accumulation), most hits filed as activators. 67,000 tested, under 10 active. AID 526; active = well fitted activation curve with a large enough effect, not every such curve was filed as active; inconclusive = small, poorly fitted or top-dose-only effect, or another doubt; inactive = no such curve, though single readings can be large or run the other way; note: potency is the fitted concentration of half-maximal effect
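Reporter cells (U2OS, ubiquitin-G76V-GFP fusion) are plated overnight, then treated 4 hr at 37 °C with compound titrations from 46 uM down to 2.9 nM. Activity is scaled against untreated cells and 10 uM MG-132.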
Rhodamine autofl = compound fluoresces in the rhodamine spectral region | Rhodamine-region fluorescence, 547/598 nm, Tris buffer; stronger effect = higher value | max dye-equivalent concentration, M | 0.05% of 59,000 active | AID 594; in the data active = max dye-equivalent concentration above about 11 nM; inconclusive = between about 1.1 nM and that limit
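Intrinsic compound fluorescence, ex 547 / em 598 nm, CCD imager. Tris 100 mM pH 8.0; 15 min RT. Output = rhodamine dye-equivalent concentration at each compound concentration.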
Fluorescein autfl = compound fluoresces in the fluorescein spectral region | 0.91% of 59,000 active | Compound autofluorescence, 480/540 nm, fluorescein-equivalent; stronger effect = higher value | max fluorescein-equivalent concentration, M; in the data active = max fluorescein-equivalent concentration above about 10 nM; inconclusive = between about 1.1 nM and that limit
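Values reflect compound autofluorescence, normalized to fluorescein on the same plate and reported at each tested concentration. Conditions: 100 mM Tris pH 8.0, room temperature, 15 min, excitation 480 nm, emission 540 nm.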
GFP derepression = epigenetic GFP locus derepression in mouse cells; mouse C127i GFP locus derepression, cytometry, 30 h; Potency, µM (titrated, usually from 46.1 µM), for the others: at the top dose GFP derepression (activation); 0.09% of 68,000 active; note: % of control where 0% means no effect
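Murine C127i mammary cells carrying a silenced, stably integrated CMV-driven GFP reporter were treated with compound for 30 hours at 37 C. After PBS washes, GFP-positive cells were counted by laser-scanning microplate cytometry.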
Hsp90 Hop PPI = changes Hsp90-Hop TPR2A binding signal, up or down. AlphaScreen TPR2A-His6 binding biotin-Hsp90 C-terminal peptide. Potency, µM (highest dose often 57 µM), inactives show at the top dose activity change, negative = inhibition. 0.44% of 71,000 active. AID 595; active = well fitted curve in either direction with a large enough effect; inconclusive = small, poorly fitted or top-dose-only effect, or another doubt; note: potency is the fitted concentration of half-maximal effect; % is set by controls: 0 for no effect and ±100 for the full control effect; many of its hits are not listed in these tables
Starred values were filed as active, the others as inactive; [ ] = remark or other dose. Unless noted, calls come from the whole dose curve; as a rule, active = well fitted curve in the direction sought with a large enough effect; inconclusive = small, poorly fitted or top-dose-only effect, or another doubt; inactive = no such curve, though single readings can be large; an effect the other way counts as inactive or inconclusive. A portion of the library; count on the stated rates, not on these rows.

Results for COc1ccc(C2C(C(=O)N3CC(C)CC(C)C3)c3ccccc3C(=O)N2C)cc1 (stereo unspecified) ?
ALOX15 inhib: 5%; HBB splicing: -1.4%; 4MU fluor: inconclusive; Texas Red fluor: inconclusive; HADH2 inh: -3%; DNA Pol III inh: -3%; UbGFP stabilizer: 6%; Rhodamine autofl: inactive; Fluorescein autfl: inactive; GFP derepression: 1%; Hsp90 Hop PPI: 0%

Results for O=C(COC(=O)C12CC3CC(CC(O)(C3)C1)C2)Nc1ccccc1OC(F)F ?
ALOX15 inhib: 13%; HBB splicing: 0.2%[57.5 µM]; 4MU fluor: inactive; Texas Red fluor: inconclusive; HADH2 inh: -9%; DNA Pol III inh: -6%; UbGFP stabilizer: 6%; Rhodamine autofl: inactive; Fluorescein autfl: inactive; GFP derepression: 2%; Hsp90 Hop PPI: 0%

What do the screens show for `CCC(C)NC(=O)c1cn(CC)c2ccc(S(=O)(=O)N(C)C)cc2c1=O` (stereo unspecified)?
ALOX15 inhib: -7%; HBB splicing: -0.9%; HADH2 inh: -13%; DNA Pol III inh: -11%; UbGFP stabilizer: -11%; Hsp90 Hop PPI: 0%[2.3 µM]

How did Cc1ccc(CNC(=O)CNS(=O)(=O)c2cccc3nsnc23)cc1 do in these assays?
ALOX15 inhib: -8%; HBB splicing: -4.7%; 4MU fluor: inactive; Texas Red fluor: inactive; HADH2 inh: 6%; DNA Pol III inh: 0%; UbGFP stabilizer: 5%; Rhodamine autofl: inactive; Fluorescein autfl: inactive; GFP derepression: 1%; Hsp90 Hop PPI: inconclusive

What do the screens show for `CCn1c(N2CCN(C(=O)C34CC5CC(CC(C5)C3)C4)CC2)nc2ccccc21`?
ALOX15 inhib: 3%; HBB splicing: 0.1%[57.5 µM]; 4MU fluor: inactive; Texas Red fluor: inconclusive; HADH2 inh: -6%; DNA Pol III inh: -2%; UbGFP stabilizer: 1%; Rhodamine autofl: inactive; Fluorescein autfl: inactive; GFP derepression: 0%; Hsp90 Hop PPI: 1%

How did Nc1cc(Cl)c([N+](=O)[O-])cc1O do in these assays?
ALOX15 inhib: -16%; HBB splicing: -1.2%; HADH2 inh: -9%; DNA Pol III inh: 0%; Hsp90 Hop PPI: -4%

What do the screens show for `CCOC(=O)c1cnc(SCC(=O)Nc2ccc3c(c2)OCCO3)nc1N`?
ALOX15 inhib: -6%; HBB splicing: -1.1%; 4MU fluor: inactive; Texas Red fluor: inconclusive; HADH2 inh: 7%; DNA Pol III inh: -2%; UbGFP stabilizer: 4%; Rhodamine autofl: inactive; Fluorescein autfl: inconclusive; GFP derepression: -2%; Hsp90 Hop PPI: 4%

How did Cc1cc(C(=O)CSCCCn2c(=O)[nH]c3ccccc32)c(C)n1C do in these assays?
ALOX15 inhib: 32µM*; HBB splicing: -0.2%[57.5 µM]; 4MU fluor: inactive; Texas Red fluor: inactive; HADH2 inh: 4%; DNA Pol III inh: -8%; UbGFP stabilizer: 1%; Rhodamine autofl: inactive; Fluorescein autfl: inactive; GFP derepression: -3%; Hsp90 Hop PPI: -7%

What do the screens show for `Cc1cc(OCc2nn[nH]n2)c2c(C)c(CC(=O)O)c(=O)oc2c1`?
ALOX15 inhib: 5%; HBB splicing: 2.3%[57.5 µM]; 4MU fluor: 5.8e-08M*; Texas Red fluor: inconclusive; HADH2 inh: inconclusive; DNA Pol III inh: 5%; UbGFP stabilizer: -4%; Rhodamine autofl: inactive; Fluorescein autfl: inactive; GFP derepression: -2%; Hsp90 Hop PPI: -3%

What do the screens show for `COCCn1c(=O)c(-c2cccc(C#N)c2)nc2cnc(OC)nc21`?
ALOX15 inhib: 8%; HBB splicing: 1.8%; 4MU fluor: inconclusive; Texas Red fluor: inactive; HADH2 inh: -27%; DNA Pol III inh: -12%; UbGFP stabilizer: -6%; Rhodamine autofl: inactive; Fluorescein autfl: inactive; GFP derepression: -2%[9.22 µM]; Hsp90 Hop PPI: -8%

What do the screens show for `CCCCCCc1nc2c(=O)[nH]c3ccccc3c2o1`?
ALOX15 inhib: -1%; HBB splicing: 0.0%[57.5 µM]; 4MU fluor: inactive; Texas Red fluor: inactive; HADH2 inh: inconclusive; DNA Pol III inh: -3%; UbGFP stabilizer: -4%; Rhodamine autofl: inactive; Fluorescein autfl: inactive; GFP derepression: 0%; Hsp90 Hop PPI: -6%

Results for CCCC(=O)NCCc1nc2ccccc2n1C ?
ALOX15 inhib: 6%; HBB splicing: -0.9%; 4MU fluor: inactive; Texas Red fluor: inactive; HADH2 inh: 1%; DNA Pol III inh: -2%; UbGFP stabilizer: -11%; Rhodamine autofl: inactive; Fluorescein autfl: inactive; GFP derepression: -1%; Hsp90 Hop PPI: 0%

How did CC(=O)N(C[C@@H](C)C(=O)O)c1c(I)cc(I)c(N)c1I do in these assays?
ALOX15 inhib: 0%[25.6 µM]; HBB splicing: 2.5%[20.6 µM]; 4MU fluor: inactive; Texas Red fluor: inactive; HADH2 inh: -6%[25.6 µM]; DNA Pol III inh: -6%[25.6 µM]; UbGFP stabilizer: 0%[20.5 µM]; Rhodamine autofl: inactive; Fluorescein autfl: inconclusive; GFP derepression: 3%[20.6 µM]; Hsp90 Hop PPI: -1%[26 µM]

How did CCCS(=O)(=O)N1CCN(C(=O)c2cccs2)CC1 do in these assays?
ALOX15 inhib: 5%; HBB splicing: -0.6%[57.5 µM]; 4MU fluor: inactive; Texas Red fluor: inactive; HADH2 inh: -8%; DNA Pol III inh: -4%; UbGFP stabilizer: 5%; Rhodamine autofl: inactive; Fluorescein autfl: inactive; GFP derepression: -1%; Hsp90 Hop PPI: -5%

What do the screens show for `CC(=O)N1CCc2cc(S(=O)(=O)N3CCc4ccccc4C3)ccc21`?
ALOX15 inhib: -2%; HBB splicing: -3.1%; 4MU fluor: inactive; Texas Red fluor: inactive; HADH2 inh: 11%; DNA Pol III inh: -2%; UbGFP stabilizer: 6%; Rhodamine autofl: inactive; Fluorescein autfl: inactive; GFP derepression: 0%; Hsp90 Hop PPI: -8%

How did COc1ccc(Oc2ncc3nc(CCc4ccccc4)c(=O)n(C4CC4)c3n2)cc1 do in these assays?
ALOX15 inhib: -11%; HBB splicing: -0.3%; 4MU fluor: inactive; Texas Red fluor: inactive; HADH2 inh: -3%; DNA Pol III inh: -10%; UbGFP stabilizer: -6%; Rhodamine autofl: inactive; Fluorescein autfl: inconclusive; GFP derepression: 0%[9.22 µM]; Hsp90 Hop PPI: 4%

What do the screens show for `COc1cc2nc3c4ccccc4n(CC#N)c3nc2cc1OC`?
ALOX15 inhib: 4%; HBB splicing: -0.7%; 4MU fluor: inactive; Texas Red fluor: inactive; HADH2 inh: -6%; DNA Pol III inh: -4%; UbGFP stabilizer: 5%; Rhodamine autofl: inactive; Fluorescein autfl: inactive; GFP derepression: 3%; Hsp90 Hop PPI: -2%

Results for COc1ccc(C2C(C#N)=C(N)N3C(=C2C#N)Sc2ccccc23)cc1 (stereo unspecified) ?
ALOX15 inhib: -24%; HBB splicing: 28%; HADH2 inh: -21%; DNA Pol III inh: 6%; UbGFP stabilizer: 15%; GFP derepression: 13µM*; Hsp90 Hop PPI: 5%

What do the screens show for `COc1ccc(Br)cc1CNC(=O)CCc1nc(-c2ccccc2F)no1`?
ALOX15 inhib: -11%; HBB splicing: -3.0%; 4MU fluor: inactive; Texas Red fluor: inconclusive; HADH2 inh: 1%; DNA Pol III inh: -2%; UbGFP stabilizer: 10%; Rhodamine autofl: inactive; Fluorescein autfl: inconclusive; GFP derepression: 3%; Hsp90 Hop PPI: 0%

What do the screens show for `Cc1c(C(=O)N2CCOCC2)oc2c1C(=O)CC(C)(C)C2`?
ALOX15 inhib: 0%; HBB splicing: -2.3%; 4MU fluor: inactive; Texas Red fluor: inactive; HADH2 inh: inconclusive; DNA Pol III inh: 5%; UbGFP stabilizer: -2%; Rhodamine autofl: inactive; Fluorescein autfl: inactive; GFP derepression: 0%; Hsp90 Hop PPI: -3%

What do the screens show for `CCCNc1ncnc2c1cnn2-c1ccc(OC)cc1`?
4MU fluor: inactive; Texas Red fluor: inactive; Rhodamine autofl: inactive; Fluorescein autfl: inconclusive; GFP derepression: -4%[20.6 µM]

Assay outcomes: PubChem BioAssay, National Center for Advancing Translational Sciences (NCATS)
